SRC1 TRFRET art – TR-FRET detection interference compounds, primary screen, artefact control for PPARgamma SRC-1 recruitment agonists, biochemical, TR-FRET emission ratio. TR-FRET detection artefact counter-screen; stronger effect = higher value. TR-FRET ratio at 8 µM. 99,000 tested, 0.34% active; in the data active = TR-FRET ratio above about 2300; note: inactives centre near 1800
SRC3 TRFRET art – TR-FRET detection interference compounds, artefact control for PPARgamma SRC-3 recruitment agonists, biochemical, TR-FRET ratio. TR-FRET artefact counter-screen, PPARgamma/SRC-3 format; stronger effect = higher value. TR-FRET ratio at 8 µM. 99,000 tested, 0.39% active. AID 1048, 2008; in the data active = TR-FRET ratio above about 2000; note: inactives centre near 1600
* = called active by the depositor. These rows are one share of the data. The share of hits here may be higher or lower than overall.

Each structure is followed by: SRC1 TRFRET art, SRC3 TRFRET art
CN1CCN(C(=O)c2ccc(Cl)c(S(=O)(=O)N3CCCCC3)c2)CC1
 : 1783, 1608
COc1ccc(/C=N/NC(=O)c2cc(-c3cccn3C)n[nH]2)cc1OC
 : 1734, 1372
Cc1cccc(NC(=O)CCCN2C(=S)NC(C)(C)CC2C)c1C (stereo not drawn)
 : 1757, 1506
Cc1cccc(CSCCNC(=O)COc2ccc(Cl)cc2)c1
 : 1716, 1611
CCOC(=O)c1c(NC(=O)c2cccnc2)sc(C(C)=O)c1C
 : 1707, 1594
CC1(C)CC(=O)C2=C(C1)c1c(ccc3ccccc13)NC2c1cc([N+](=O)[O-])cc([N+](=O)[O-])c1O (stereo not drawn)
 : 1816, 1577
Cc1cccc2cc(C#N)c(N3CCC(O)CC3)nc12
 : 1808, 1621
CSc1cccc(CN2CCN(CCc3ccccc3)C(CCO)C2)c1 (stereo not drawn)
 : 1612, 1413
Cc1nc(SCc2ccccc2)nc2c1CCC2
 : 1781, 1535
CCCCC(=O)Nc1ccc(NC(=S)NC(=O)c2cccs2)cc1OC
 : 1999, 1609
CCOC(=O)c1c(NC(=O)c2ccc(-n3cnnn3)cc2)sc2c1CCCC2
 : 1893, 1538
O=C1NC2(CCCCCC2)C(=O)N1Cc1ccc([N+](=O)[O-])cc1
 : 1865, 1713
O=C(NCC1CCCO1)c1cc(NS(=O)(=O)c2cccs2)cc(NS(=O)(=O)c2cccs2)c1 (stereo not drawn)
 : 1791, 1666
Cc1ccc(C(=O)c2ccccc2C(=O)OCC(=O)NCCc2ccccc2)cc1
 : 1946, 1648
Cc1ccc(CS/C(Nc2ccccc2C)=C(\C#N)C(N)=O)c(C)c1
 : 1833, 1668
CCC(C)(C)NC(=O)CN(Cc1ccc2c(c1)OCO2)C(=O)CCC(=O)Nc1nccs1
 : 1677, 1451
COc1cc(/C=N\NC(=O)c2nonc2N)c(OC)cc1Br
 : 1666, 1537
COc1cc(C2NC(=S)NC(C)=C2C(=O)Nc2ccc(C)cc2)ccc1O (stereo not drawn)
 : 1840, 1711
O=[N+]([O-])c1ccc2[nH]c3c(c2c1)CCCC3
 : 1648, 1670
COc1ccccc1NC(=S)NC1CCC(CC2CCC(NC(=S)Nc3ccccc3OC)CC2)CC1 (stereo not drawn)
 : 1769, 1646
Cc1ccc[n+](CC(=O)N2CCCc3ccccc32)c1
 : 1838, 1606
O=c1c2cccnc2[nH]c(=S)n1Cc1ccccc1
 : 1836, 1522
c1ccc(NCc2nc3ccccc3n2CCOc2ccccc2)cc1
 : 1702, 1570
Cc1ccc(CNC(=O)[C@H]2C[C@@H]2[C@H](NP(=O)(c2ccccc2)c2ccccc2)c2ccccc2)o1
 : 1691, 1298
O=C(O)Cc1ccc(OCc2ccc(Cl)nc2)cc1
 : 1608, 1562
CSc1nc2nc(-c3ccc(F)cc3)c(CCN3CCN(C)CC3)cn2n1
 : 1898, 1562
COc1ccc(CN2CCn3nc(C(=O)NC4CC4)cc3C2=O)cc1
 : 1771, 1440
Cc1c(C(=O)OC(C)C)sc(N)c1C(=O)OC(C)C
 : 1887, 1713
COc1ccc(CNC(=O)CSc2nn3c(=O)c(C(C)(C)C)nnc3s2)cc1OC
 : 1836, 1722
O=C(Cc1ccc(Cl)cc1)OCc1nnc(-c2ccccc2)o1
 : 1790, 1565

Reprinted from the part before: four entries, then new ones.
Each structure is followed by: SRC1 TRFRET art, SRC3 TRFRET art
COc1ccc(CN2CCn3nc(C(=O)NC4CC4)cc3C2=O)cc1
 : 1771, 1440
Cc1c(C(=O)OC(C)C)sc(N)c1C(=O)OC(C)C
 : 1887, 1713
COc1ccc(CNC(=O)CSc2nn3c(=O)c(C(C)(C)C)nnc3s2)cc1OC
 : 1836, 1722
O=C(Cc1ccc(Cl)cc1)OCc1nnc(-c2ccccc2)o1
 : 1790, 1565
CCCn1c(SCC(=O)NCc2ccc(F)cc2)n[nH]c1=O
 : 1730, 1804
Cc1ccc(-c2csc(NC(=O)c3cccc(S(=O)(=O)N4CCN(C)CC4)c3)n2)cc1
 : 1995, 1730
COC(=O)Cc1ccc(Oc2ncc(C(F)(F)F)cc2Cl)cc1
 : 1977, 1514
O=C(c1ccc(F)cc1Cl)N(c1ccccn1)C1CCCCC1
 : 1860, 1598
CCOC(=O)/C(CCC[N+](C)(CC)CC)=N\O
 : 1666, 1523
Cc1cc(SCC(=O)Nc2cccc(S(=O)(=O)N3CCOCC3)c2)nc2ccccc12
 : 2263, 2197*
COc1ccc(CCNC(=O)CSc2nnnn2C)cc1OC
 : 1983, 1336
Cc1[nH]c2ccccc2c1/C=N/NC(=O)CCC(=O)NCc1ccccc1
 : 1663, 1576
C=CCN1C(=O)C(CC(=O)Nc2ccc(OCCC)cc2)N(CCCN2CCN(Cc3ccccc3)CC2)C1=S (stereo not drawn)
 : 1838, 1645
Cc1cc(C(=O)N/N=C/c2cc(Br)cc(Br)c2OC(=O)c2ccccc2)n[nH]1
 : 1796, 1560
CC(C)C(=O)N1CCN(c2ccccc2NC(=O)COc2ccccc2)CC1
 : 1537, 1243
O=C(Nc1ccc(F)cc1)Nc1cc(OCC(F)(F)F)cc(OCC(F)(F)F)c1
 : 2026, 1755
CCN(CC)S(=O)(=O)c1cccc(NC(=O)COC(=O)c2cc(=O)c3ccccc3o2)c1
 : 1586, 1493
Cc1ccc2nc(-c3ccc(NS(=O)(=O)c4ccc(F)c(F)c4)cc3)sc2c1
 : 1838, 1540
CC1CCC(C(C)C)C(OC(=O)COC(=O)c2ccc(N)cc2)C1 (stereo not drawn)
 : 1702, 1306
CCN(CC)S(=O)(=O)c1cccc(C(=O)N/N=C/c2ccc(OC)c(O)c2)c1
 : 1616, 1420
NNC(=O)CCC(=O)Nc1ccccc1
 : 1689, 1711
CCCOc1ccc(/C=c2\sc3ncnn3c2=O)cc1
 : 1674, 1543
COc1cc(/C=N/Nc2ccccc2C(F)(F)F)ccc1O
 : 1753, 1685
CC(CCn1cccn1)NC(=O)CCc1nnc(C2CCCCC2)o1 (stereo not drawn)
 : 1597, 1585
O=C(Cn1nnc(-c2cccs2)n1)Nc1ccccc1C(F)(F)F
 : 1846, 1582
C=CCNc1nc(Nc2ccc([N+](=O)[O-])cc2)nc(OCC)n1
 : 1789, 1611
O=C(Nc1nc2ccccc2[nH]1)C1CCC1
 : 1864, 1571
CCOC(CNc1c([N+](=O)[O-])c(=O)n(C)c(=O)n1C)OCC
 : 1751, 1640
O=C(O)C1=C[C@H](c2coc3ccccc3c2=O)C[C@H](OCCCCO)O1
 : 1643, 1356
Cc1ccc(S(=O)(=O)NC(=O)c2cc(C)n(-c3ccc(N(C)C)cc3)c2C)cc1
 : 1908, 1792
CC1=Nc2cc([N+](=O)[O-])ccc2NC(C)(C)C1
 : 1806, 1739
CCNC(=S)Nc1ccc(OCC)cc1
 : 2185, 1612
CCOC(=O)c1c(-c2ncc(C(F)(F)F)cc2Cl)noc1C
 : 1651, 1451
CC(C)(C)NC(=O)CSc1nnc(C2CC2)n1Cc1ccccc1
 : 2079, 1504

Among those listed so far, two have bromine:
Each structure is followed by: SRC1 TRFRET art, SRC3 TRFRET art
COc1cc(/C=N\NC(=O)c2nonc2N)c(OC)cc1Br
 : 1666, 1537
Cc1cc(C(=O)N/N=C/c2cc(Br)cc(Br)c2OC(=O)c2ccccc2)n[nH]1
 : 1796, 1560

Remaining list, next part
Each structure is followed by: SRC1 TRFRET art, SRC3 TRFRET art
COc1cc(NC(=O)C(=O)NCCN(C)C)c(OC)cc1Cl
 : 1806, 1390
Cc1cc(NC(=O)COC(=O)C2CCC(=O)N2)c([N+](=O)[O-])cc1C (stereo not drawn)
 : 1801, 1310
Cc1ccn(CC(=O)N2N=C(C(F)F)CC2(O)C(F)F)n1 (stereo not drawn)
 : 1944, 1388
CC(C)CCn1nnnc1C(c1ccccc1)N1CCN(C)CC1 (stereo not drawn)
 : 1761, 1858
O=C1CSC(c2cccc([N+](=O)[O-])c2)N1c1c(F)cccc1F (stereo not drawn)
 : 1579, 1338
COc1ccc(NC(=O)Cc2ccc(C)cc2)c([N+](=O)[O-])c1
 : 1880, 1485
Cc1ccc(C(=O)NCC(=O)N/N=C/c2cccs2)cc1C
 : 1718, 1508
C=CCN(C(=O)C1=NN(C2CCS(=O)(=O)C2)C(=O)CC1)c1nc(-c2ccc([N+](=O)[O-])cc2)cs1 (stereo not drawn)
 : 1402, 1479
CCOC(=O)c1c(-c2ccc(OC)cc2)cn2ccccc12
 : 1645, 1583
N#CC(C#N)=C1C=CC=CN1/C(=C\c1ccco1)C(=O)c1ccc(Cl)cc1
 : 1885, 1630
O=c1c2ccccc2nnn1CSc1nnc(-c2cccs2)n1Cc1ccccc1
 : 1873, 1400
Cc1cc(C)c2cc(C=O)c(Cl)nc2c1
 : 2116, 1518
Cn1cc([N+](=O)[O-])c(C(=O)N/N=C/c2ccc([N+](=O)[O-])cc2)n1
 : 1983, 1704
O=C(/C=C/c1ccc(F)cc1)NCc1cccs1
 : 1743, 1527
CC(C)(C)N=C1C([N+](=O)[O-])=CC=C2C1=NC1(CCCCC1)N2O
 : 1974, 1741

2 of the compounds above, field by field.
SMILES: Cc1ccc(-c2csc(NC(=O)c3cccc(S(=O)(=O)N4CCN(C)CC4)c3)n2)cc1
  SRC1 TRFRET art: 1995
  SRC3 TRFRET art: 1730
SMILES: COC(=O)Cc1ccc(Oc2ncc(C(F)(F)F)cc2Cl)cc1
  SRC1 TRFRET art: 1977
  SRC3 TRFRET art: 1514

The results go on:
Each structure is followed by: SRC1 TRFRET art, SRC3 TRFRET art
COc1ccc(OC)c(CN2CCN(Cc3cccc4ccccc34)CC2)c1
 : 1975, 1702
NS(=O)(=O)c1ccc(N=Cc2c(O)c3ccccc3oc2=O)cc1
 : 1800, 1713
COc1cccc(OC)c1C(=O)NC(=S)Nc1cccc(NC(=O)c2ccco2)c1
 : 1787, 1742
Cc1cc([N+](=O)[O-])c(C)cc1-c1ccc(/C=N/NC(=O)Cn2nnnc2N)o1
 : 1726, 1523
COc1ccc(C(=O)C2CCCN(C(=O)c3cc(C(C)C)no3)C2)cc1F (stereo not drawn)
 : 1585, 1700
O=C(CC1NCCNC1=O)Nc1ccc([N+](=O)[O-])cc1 (stereo not drawn)
 : 2052, 1613
O=C(CSc1ccccc1C(=O)O)c1ccc([N+](=O)[O-])cc1
 : 1885, 1407
CNC(=S)N(Cc1cc2ccc(OC)cc2[nH]c1=O)CC1CCCO1 (stereo not drawn)
 : 1798, 1507
Cc1cc(C)n2ncc(C(=O)Nc3ccc(Cl)c(Cl)c3)c2n1
 : 1727, 1694
CCC1CCCCN1c1nc2c(C=O)c(C)nn2c2ccccc12 (stereo not drawn)
 : 2066, 1565
CC(=O)NC(=S)NNC(=O)COc1ccc(Br)cc1
 : 1779, 1588
CCOC(=O)C1(CC2CCCCO2)CCN(Cc2cc(F)ccc2-n2cccn2)CC1 (stereo not drawn)
 : 1650, 1396
COc1ccc(OC)c(/C=N/NC(=O)CC(=O)NCc2ccccc2)c1
 : 1809, 1736
O=C(c1ccc2c(=O)n(C3CCCC3)c(=S)[nH]c2c1)N1CCCCCC1
 : 1763, 1462
CCCN(CC(=O)Nc1cc(Cl)ccc1Cl)C(=O)/C=C/c1ccco1
 : 1794, 1688
CC(=O)C1=C(O)CC(c2ccccc2)CC1=NCCc1c(C)[nH]c2ccc(C)cc12 (stereo not drawn)
 : 1744, 1746
COc1ccc(N(CC(=O)Nc2ccc(S(=O)(=O)N3CCOCC3)cc2)S(=O)(=O)c2ccc(F)cc2)cc1
 : 1947, 1972
CC(NC(=O)CSCc1ccccc1Br)c1ccccc1 (stereo not drawn)
 : 1647, 1592
COC(=O)c1ccc(Cn2cc(C(F)(F)F)cc([N+](=O)[O-])c2=O)cc1
 : 1928, 1653
CS/C(=N\S(=O)(=O)c1ccccc1)c1ccccc1
 : 2109, 1540
COc1ccc(C=C(c2nc3ccccc3s2)c2nc3ccccc3s2)cc1O
 : 1696, 1656
COCC1CCCN(Cc2cn[nH]c2-c2cc3ccccc3o2)C1 (stereo not drawn)
 : 1756, 1406
COc1ccc(C(=O)Nc2ccc(NC(=O)C(C)C)nc2)cc1
 : 1662, 1499
CC(C)Cc1nc2ccccc2n1CCc1ccccc1
 : 2003, 1710
CC1=C(C(=O)OCc2ccccc2)C(c2cccs2)N2C(=O)CCSC2=N1 (stereo not drawn)
 : 1806, 1467
CSc1ccc(NC(N)=S)cc1
 : 1995, 1677
COc1cc(/C=N/OCC(=O)NC2CCCCC2)ccc1OCc1ccccc1
 : 1546, 1427
CN(C)CCNC(=O)/C(=C/c1ccc(-c2ccc(Cl)cc2)o1)NC(=O)c1ccccc1
 : 2036, 1699
Cc1c(C(=O)N2CCN(C(=O)c3ccco3)CC2)sc2nc(-c3ccc(F)cc3)cn12
 : 1857, 1602
CC1=C(C#N)c2nc(N)c(C#N)c(C)c2/C1=C\c1ccc(-c2ccccc2C(=O)O)o1
 : 2022, 1744
O=C(NC(=S)Nc1cccc(C(F)(F)F)c1)c1csnn1
 : 1730, 1833
Cc1cc(C(=O)OCC(N)=O)c(C)n1-c1ccccc1
 : 1958, 1449
CC(C)(C)C1c2[nH]c3ccccc3c2CCN1Cc1cccc(OCCO)c1 (stereo not drawn)
 : 1641, 1423
CCCCC(=O)N(c1ccc(OCC)cc1)C1C=CS(=O)(=O)C1 (stereo not drawn)
 : 1610, 1430
CC(=O)Nc1ccc(S(=O)(=O)Nc2ccc(=O)n(Cc3ccc(Cl)c(Cl)c3)c2)cc1
 : 1865, 1418
CCCCC(O)(CCCC)C(=O)NN(C(=O)OCC)c1ccccc1
 : 1938, 1560
CCOP(=O)(O)c1cccc(OCCOCCOc2cccc(P(=O)(O)OCC)c2)c1
 : 2155, 1564
CCSc1nnc(NC(=O)c2cccc(S(=O)(=O)N(C)c3ccc(C)cc3)c2)s1
 : 2161, 2002
Cc1cccc(NC(=S)NC(C)CCc2ccccc2)c1 (stereo not drawn)
 : 2017, 1792
CC1CC(=O)NN=C1c1ccc(N)c([N+](=O)[O-])c1 (stereo not drawn)
 : 1739, 1543
Clc1ccc(-c2nc3ccncc3[nH]2)cc1
 : 1706, 1621
Cc1ccc(C(=O)OCCN(C)Cc2ccccc2)cc1
 : 1609, 1661
CC1CCN(Cc2c(O)ccc3c2O/C(=C\c2ccco2)C3=O)CC1
 : 1943, 1440
